NALP3 yeast inh: blocks the NALP3 inflammasome reconstituted in yeast; AID 2825; Yeast reconstituted NLRP3/ASC/caspase-1, beta-gal luminescence, 24 h; inhibition, % at 10 µM; 330,000 compounds, 0.39% hits;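 active means inhibition of 50% or more; inactive means inhibition below 50%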;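 further: plate controls were induced DMSO wells for no effect and uninduced yeast grown without galactose for full effect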
tim10-1 inh: inhibits growth of tim10-1 mutant yeast. S. cerevisiae tim10-1 ts strain growth, BacTiter-Glo, 24 h. inhibition, % at 20 µM. 330,000 compounds, 2.2% hits;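 active means inhibition of at least 40%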;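 further: mutant grown at 25 °C; 0% = DMSO wells with yeast and 100% = wells holding no yeast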
APJ agonist: activates the human apelin receptor APJ; P35414; CHO-K1 APJ PathHunter beta-arrestin, luminescence; 0% DMSO wells, 100% apelin; activation, % at 20 µM; 330,000 compounds, 0.11% hits;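 active means activation more than six SD over the plate average, tested at 20 µM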;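 further: 0% = DMSO alone and 100% = apelin-13 at 10 nM; some results filed as inactive read as strong as hits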
Target sequence (P35414 whole entry, looked up): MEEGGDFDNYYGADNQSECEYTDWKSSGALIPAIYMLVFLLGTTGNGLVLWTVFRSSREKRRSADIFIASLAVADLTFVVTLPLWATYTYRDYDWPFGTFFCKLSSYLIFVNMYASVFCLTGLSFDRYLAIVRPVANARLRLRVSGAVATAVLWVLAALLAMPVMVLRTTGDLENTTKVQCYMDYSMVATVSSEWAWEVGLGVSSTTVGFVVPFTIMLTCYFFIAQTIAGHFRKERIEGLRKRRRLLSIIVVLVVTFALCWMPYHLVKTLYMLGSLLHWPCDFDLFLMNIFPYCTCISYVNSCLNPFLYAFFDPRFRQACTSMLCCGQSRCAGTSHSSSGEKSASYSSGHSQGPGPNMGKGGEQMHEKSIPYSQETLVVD
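Material: engineered CHO-K1 APJ arrestin reporter cells; amount: 1000 CHO-K1 reporter cells seeded per well; incubation: compound stimulation 90 min at 25 °C, detection 60 min; signal: luminescent beta-gal fragment complementation, chemiluminescent substrate; read-out basis: APJ agonist activity; controls: DMSO-only wells as negative, 10 nM Apelin-13 as positive control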
APJ antag: antagonists of human APJ apelin receptor; 330,000 compounds, 0.32% hits; inhibition, % at 20 µM; CHO-K1 APJ beta-arrestin complementation, luminescence; P35414; AID 2521;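 active means inhibition above about 40% at 20 µM, limit read from the data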;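 further: cells challenged with 10 nM apelin-13 agonist together with compound; plate controls were apelin-13 plus DMSO wells for no effect and DMSO wells lacking apelin-13 for full effect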
tim23-1 inh: tim23-1 yeast growth inhibition. 330,000 compounds, 1.3% hits. S. cerevisiae tim23-1 growth, BacTiter-Glo luminescence, 24 h. inhibition, % at 20 µM. AID 463212;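 active means growth inhibition of the mutant yeast at or above 50%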;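 further: temperature-sensitive mutant grown at 25 °C; plate controls were DMSO-treated mutant yeast for no effect and medium wells lacking yeast for full effect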
beta cell repl: inducers of beta-cell replication in MIN6 cells. AID 2380. 330,000 compounds, 0.29% hits. MIN6 cells proliferation, ATPlite luminescence, 48 h; cells starved in 0.2% serum; 100% = growth in 10% serum. proliferation, % at 10 µM;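 active means compounds whose signal lies at least 3.5 SD above the mean of all wells on their plate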;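 further: 0% = DMSO-treated cells in low-serum medium and 100% = 10% serum control; some compounds called inactive have numbers as strong as hits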
NR3A LBD binder: modulates the human NR3A ligand-binding domain; NR3A LBD differential scanning fluorimetry, Tm shift; 0% = protein alone, 100% = glycine-bound protein; Tm shift relative to glycine control, % at 25 µM; 340,000 compounds, 2.5% hits; AID 1259313;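 active means melting temperature shift of at least 10% of the positive control shift, at one fixed dose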
MPTP inh: permeability transition pore inhibition; isolated mouse mitochondria, Ca2+ swelling absorbance, 30 min; inhibition, % at 10 µM; 360,000 compounds, 1.4% hits;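 active means inhibition of 50% or more, scaled per plate between neutral and stimulator controls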;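 further: 0% = DMSO wells given calcium and 100% = 1 mM EGTA wells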
TIM10 inh: TIM10 yeast growth inhibition | S. cerevisiae TIM10 strain growth, BacTiter-Glo luminescence, 24 h | inhibition, % at 10 µM | 330,000 compounds, 1.4% hits;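 active means inhibition of 40% or more at the single tested concentration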;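 further: wild-type TIM10 isogenic control strain grown at permissive 25 °C; 0% = DMSO yeast wells and 100% = minimal medium wells without yeast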
Active calls of the source: *.

A first look, 8 compounds:
mol,NALP3 yeast inh,tim10-1 inh,APJ agonist,APJ antag,tim23-1 inh,beta cell repl,NR3A LBD binder,MPTP inh,TIM10 inh
COc1ccccc1N1CCN(C(CNC(=O)Oc2ccccc2)c2cccnc2)CC1 (configuration not stated),-2.9,7.4,-4.1,2.6,-6.0,-1.9,-0.1,3.5,2.8
NCCCN1CCN(c2ccccc2)CC1,26.8,-2.3,-1.1,-2.5,-0.2,-1.6,1.1,-0.8,4.5
CCCCc1cc(=O)oc2cc(OCC(=O)N3C[C@H]4C[C@@H](C3)c3cccc(=O)n3C4)c(Cl)cc12,18.7,5.3,-5.4,-6.0,14.6,-3.7,-1.8,-1.3,3.6
COC(=O)c1ccc(NC(=O)CSc2nc3ccc(N4C(=O)C5C6C=CC(C6)C5C4=O)cc3s2)cc1 (configuration not stated),7.8,27.0,8.1,-16.1,17.8,-5.5,12.1*,5.6,24.5
O=P(O)(O)Oc1ccccc1P(=O)(c1ccccc1)c1ccccc1,-9.5,-4.3,-3.8,8.6,2.2,0.8,0.0,-0.1,14.6
C=C1C(=O)[C@@]23C[C@H]4[C@@H]5[C@@]6(C)CCC[C@@]57[C@@H]2[C@@H](O)[C@@H]1C[C@H]3[C@H]7N4C6,28.2,4.7,-1.6,-37.6,13.5,-5.3,-2.4,1.6,1.7
Cc1ccc(C)c(NC(=O)CCNC(=O)N2C[C@H]3C[C@@H](C2)c2cccc(=O)n2C3)c1,3.2,10.0,-2.1,-2.1,-14.2,-4.4,-1.1,-0.6,-0.9
CCOc1ccc(C(=O)OC2CC3CCC(C2)N3C)cc1 (configuration not stated),21.4,0.3,0.0,13.7,-0.7,-0.4,0.1,0.3,-4.8

The whole of this part, repeating the preview:
mol,NALP3 yeast inh,tim10-1 inh,APJ agonist,APJ antag,tim23-1 inh,beta cell repl,NR3A LBD binder,MPTP inh,TIM10 inh
COc1ccccc1N1CCN(C(CNC(=O)Oc2ccccc2)c2cccnc2)CC1 (configuration not stated),-2.9,7.4,-4.1,2.6,-6.0,-1.9,-0.1,3.5,2.8
NCCCN1CCN(c2ccccc2)CC1,26.8,-2.3,-1.1,-2.5,-0.2,-1.6,1.1,-0.8,4.5
CCCCc1cc(=O)oc2cc(OCC(=O)N3C[C@H]4C[C@@H](C3)c3cccc(=O)n3C4)c(Cl)cc12,18.7,5.3,-5.4,-6.0,14.6,-3.7,-1.8,-1.3,3.6
COC(=O)c1ccc(NC(=O)CSc2nc3ccc(N4C(=O)C5C6C=CC(C6)C5C4=O)cc3s2)cc1 (configuration not stated),7.8,27.0,8.1,-16.1,17.8,-5.5,12.1*,5.6,24.5
O=P(O)(O)Oc1ccccc1P(=O)(c1ccccc1)c1ccccc1,-9.5,-4.3,-3.8,8.6,2.2,0.8,0.0,-0.1,14.6
C=C1C(=O)[C@@]23C[C@H]4[C@@H]5[C@@]6(C)CCC[C@@]57[C@@H]2[C@@H](O)[C@@H]1C[C@H]3[C@H]7N4C6,28.2,4.7,-1.6,-37.6,13.5,-5.3,-2.4,1.6,1.7
Cc1ccc(C)c(NC(=O)CCNC(=O)N2C[C@H]3C[C@@H](C2)c2cccc(=O)n2C3)c1,3.2,10.0,-2.1,-2.1,-14.2,-4.4,-1.1,-0.6,-0.9
CCOc1ccc(C(=O)OC2CC3CCC(C2)N3C)cc1 (configuration not stated),21.4,0.3,0.0,13.7,-0.7,-0.4,0.1,0.3,-4.8
CCc1c(C)nc(N)nc1N1N=C1SCC(=O)OC,10.3,0.8,-2.5,-2.2,18.1,-1.3,-1.6,-0.9,-19.3
CCCNC(=O)N1[C@H]2CC[C@@H]1C(C(=O)OC)=C(c1ccc(-c3ccccc3)c(F)c1)C2,-5.6,14.4,-0.6,7.7,23.4,-5.0,-1.1,1.2,3.0
O=c1c2ccccc2nc(CSc2ncnc3nc[nH]c23)n1-c1ccccc1Cl,15.1,6.2,-1.0,8.5,2.6,-2.4,-2.0,-3.2,2.6
CC(=O)O[C@H]1C[C@@H]2CC[C@@H]3[C@H](CC[C@]4(C)C(=O)CC[C@@H]34)[C@@]2(C)C[C@@H]1OC(C)=O,24.2,37.2,-7.7,-72.8,27.7,2.6,-5.7,1.5,5.1
COc1cccc(N=Cc2c(O)n(Cc3ccco3)c(=O)[nH]c2=O)c1,0.1,-11.3,-3.0,26.2,-42.4,-1.0,-7.5,-1.2,-24.8
Cc1ccnc(-n2c(C)nc3ccccc3c2=O)c1,26.1,1.0,4.9,-4.4,11.8,-2.5,3.1,1.8,-1.5
COCCCNC(=O)c1c(NC(=O)c2ccccc2Cl)n(Cc2ccccc2)c2nc3ccccc3nc12,0.9,22.1,-5.7,11.9,26.9,-2.8,-5.9,3.4,16.8
C/C=C1/CN2[C@@H]3C4CO[C@@H]3c3c([nH]c5cc(OC)ccc35)[C@@H]2CC14 (some centres not stated),-0.5,20.2,-4.9,7.4,11.1,0.0,-0.5,-1.1,10.4
Cc1cc(=O)oc2cc(OCC(=O)N3CCN(C(C)c4ccccc4)CC3)c(Cl)cc12 (configuration not stated),10.1,2.4,-2.5,9.1,14.5,-2.5,-0.8,-0.8,6.0
CCOP(=O)(OCC)C(NC(=O)c1ccc(OC)cc1)C(Cl)(Cl)Cl (configuration not stated),6.1,2.6,-6.2,14.1,11.9,-1.7,-1.2,1.4,-9.9
CC1C(c2cccs2)=[N+]([O-])C(C)(C(=O)c2cccs2)N1O (configuration not stated),-2.5,-5.5,-2.1,-0.6,7.2,-0.7,1.6,0.4,4.6
COc1cc(C(=O)Nc2ccc(Br)cc2C(=O)c2ccccc2Cl)cc(OC)c1OC,2.3,-22.1,-3.3,-7.3,2.2,-0.7,0.5,1.1,-20.5
COC(=O)C1C(O)C(C)C(O)C(C)/C=C\C=C(/C)C(=O)Nc2c(C)c(OC(C)=O)c3c(c2O)C(=O)C(C)=C2OCOC(=C23)/C(C)=C/C(C)(O)C(O)C(C)C1O (configuration not stated),8.7,14.8,-2.6,-5.1,23.6,-0.7,-0.5,0.9,9.5
CC(Cc1ccccc1)NCc1ccccc1O (configuration not stated),-5.6,5.2,-1.9,0.6,12.0,4.0,0.2,0.3,12.8
COc1ccc(S(=O)(=O)NC(CC(=O)N2CCC3(CC2)OCCO3)C(C)C)cc1 (configuration not stated),12.7,1.7,-2.7,9.4,10.0,0.5,2.8,0.4,10.4
C=C1CC[C@@]2(O)[C@H]3Cc4ccc(O)c5c4[C@@]2(CCN3CC2CC2)[C@H]1O5,7.2,-14.2,-2.6,18.6,-6.8,-0.3,-6.6,-1.5,1.2
CC(=O)c1ccc(OCC(=O)N2CCCC(N3CCN(c4ccccc4C)CC3)C2)cc1 (configuration not stated),4.5,21.0,6.1,7.1,16.1,6.6,-1.2,0.7,8.7
Cc1ccc(/C=C2/C(=O)NC(=O)N(CCc3ccc(F)cc3)C2=O)o1,12.1,22.1,8.4,-9.0,37.2,3.6,3.1,0.2,-10.0
O=C1OC(c2ccc(Cl)cc2)=N/C1=C\N1CC2CC(C1)c1cccc(=O)n1C2 (configuration not stated),-2.7,-3.3,-7.1,-18.5,8.7,-1.9,0.5,1.0,-3.0
O=c1[nH]c(=O)n(CCc2ccc(F)cc2)c(O)c1C=NCCCn1ccnc1,15.5,2.1,-1.2,-0.8,9.0,-3.9,-0.9,0.6,-17.2
C[C@]12CC[C@H]3[C@@H](CCC4=CC(=O)CC[C@@]43O)[C@@H]1CCC2=O,20.6,-17.7,-4.6,6.1,15.1,-1.5,6.8,1.4,6.8
CC1=C(C(=O)OC(C)C)[C@]2(C(=O)N(CC(N)=O)c3ccccc32)C(C#N)=C(N)O1,1.8,9.5,4.4,-8.0,8.2,1.0,3.6,-0.7,-11.7
COC(=O)C1=C(c2cccc(OC)c2OC)C[C@@H]2CC[C@H]1N2C(=O)NC1CCCCC1,3.8,19.7,-9.4,-2.5,-16.9,-0.2,0.3,-1.9,1.9
CC1CN(CCc2ccccc2)CC(C)O1 (configuration not stated),13.8,-10.2,-2.0,-8.7,-1.9,1.1,1.5,-0.9,-16.0
COC(=O)C1=C(c2cc3ccccc3s2)C[C@@H]2CC[C@H]1N2C(=O)NCc1cccc2ccccc12,12.5,24.8,7.1,-14.3,34.5,-5.4,2.2,-0.4,31.3

A portion of the library; rates above refer to the full screens.
